Efa HMGR inh: inhibitors of class II HMG-CoA reductase from Enterococcus faecalis; purified E. faecalis HMGR, NADPH absorbance 340 nm kinetic; inhibition, % at 10 µM; 190,000 compounds, 0.41% hits;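 active means inhibition above a set limit, the median over all tested compounds plus 3 SD, cut at about 9.5% in these data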;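 further: enzyme runs in reverse so mevalonate oxidation gives rising NADPH absorbance; 0% = complete reaction with DMSO and 100% = background rate lacking mevalonate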
TNAP inh hi DEA: TNAP (human) inhibition, high acceptor. P05186. purified TNAP, CDP-star luminescence, 1 M DEA. inhibition, % at 20 µM. 200,000 compounds, 0.03% hits;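 active means over 50% inhibition of tissue-nonspecific alkaline phosphatase at 20 µM in the single-dose screen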;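 further: plate controls were DMSO wells for no effect and EDTA-quenched wells as full inhibition for full effect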
Target sequence (P05186 whole entry, looked up): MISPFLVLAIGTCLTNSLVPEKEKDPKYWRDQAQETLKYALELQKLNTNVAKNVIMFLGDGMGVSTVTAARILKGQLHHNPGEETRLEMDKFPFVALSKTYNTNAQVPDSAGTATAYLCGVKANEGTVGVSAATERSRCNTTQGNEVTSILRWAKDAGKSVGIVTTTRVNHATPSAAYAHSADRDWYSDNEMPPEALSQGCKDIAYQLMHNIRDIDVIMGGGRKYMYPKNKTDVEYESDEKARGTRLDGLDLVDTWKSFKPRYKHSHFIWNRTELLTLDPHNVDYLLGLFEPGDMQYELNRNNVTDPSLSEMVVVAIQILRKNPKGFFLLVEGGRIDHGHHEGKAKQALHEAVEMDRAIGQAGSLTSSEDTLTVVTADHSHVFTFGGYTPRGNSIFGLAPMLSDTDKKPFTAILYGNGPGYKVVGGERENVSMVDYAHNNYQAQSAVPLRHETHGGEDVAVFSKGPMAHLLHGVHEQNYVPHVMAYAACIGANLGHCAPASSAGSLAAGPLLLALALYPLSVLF
RAM inhibit: yeast RAM network inhibition; S. cerevisiae dse1pr::URA3 reporter, 5-FOA growth OD615, 2 d; analog-sensitive cbk1-as2 kinase mutant strain; 190,000 compounds, 1.8% hits; inhibition, % at 50 µM;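 active means inhibition above a set limit, 3 SD over mean compound inhibition, cut at about 8.4% in these data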;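 further: 0% = DMSO-only wells with no growth and 100% = 10 µM 1-NA-PP1 full growth; inhibition rescues growth on 5-FOA so higher OD means more RAM inhibition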
S1P3 antag: antagonists of human S1P3 receptor; CHO S1P3 NFAT-BLA reporter, FRET fluorescence, antagonist mode; Q99500; 170,000 compounds, 0.27% hits; AID 485; inhibition, % at 4.98 µM;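 active means inhibition above the plate cutoff, the mean inhibition of test wells on that plate plus 3 SD, cut at about 28% in these data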;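 further: cells challenged with S1P at its EC80 of 0.8 µM; blue over green emission ratio from cleaved BLA substrate after 4 h stimulation; 0% = S1P-stimulated wells and 100% = unstimulated DMSO-only wells; some compounds past the cut are filed as inactive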
Target sequence (Q99500 whole entry, looked up): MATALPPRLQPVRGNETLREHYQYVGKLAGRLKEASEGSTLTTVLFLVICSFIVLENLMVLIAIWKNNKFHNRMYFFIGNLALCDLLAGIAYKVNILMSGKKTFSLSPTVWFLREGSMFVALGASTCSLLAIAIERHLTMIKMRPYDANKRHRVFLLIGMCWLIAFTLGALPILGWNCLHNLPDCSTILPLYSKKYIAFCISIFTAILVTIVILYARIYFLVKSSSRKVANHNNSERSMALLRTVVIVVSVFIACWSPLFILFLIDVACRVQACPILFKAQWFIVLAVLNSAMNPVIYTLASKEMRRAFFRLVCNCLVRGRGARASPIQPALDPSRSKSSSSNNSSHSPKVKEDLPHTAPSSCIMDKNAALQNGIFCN
DTT redox prof: compounds producing H2O2 with reducing agent – biochemical, NIH compound library profiling, artefact control for MLSCN library redox annotation, primary screen; DTT-dependent redox cycling H2O2, phenol red/HRP absorbance; 100% = 100 µM peroxide control, 0% = buffer; activation, % at 10 µM; 200,000 compounds, 0.03% hits; AID 878;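 active means activation of at least 50% relative to the plate's high and low controls in the primary single-dose screen; inactive means activation below 50%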;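 further: compound incubated with DTT at 0.8 mM final as the reducing agent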
PMI act satM6P: activators of human phosphomannose isomerase at near-saturating mannose 6-phosphate. P34949. coupled PMI enzyme assay, resazurin fluorescence, 20 min; active compounds read high; 1 = untreated enzyme, 0 = substrate-free blank. activation factor at 20 µM. 190,000 compounds, 0.34% hits. AID 1216;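 active means activation factor of 2 or more at 20 µM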
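Test system: human PMI in coupled enzyme assay; Input: PMI at 15 ng/mL final; Medium: HEPES buffer, pH 7.4; Schedule: 20 min incubation at room temperature; Technique: resorufin fluorescence at Ex 544/Em 590 nm; Compound: 20 µM single dose; Probe or stimulus: Near-saturating mannose-6-phosphate, 1.0 mM.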
Lmaj promast: Leishmania major promastigote growth inhibition; Leishmania major promastigotes, resazurin fluorescence viability; inhibition, % at 10 µM; 200,000 compounds, 9% hits; in the data active means inhibition above about 50%;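 further: promastigotes grown with compound for 44 hours at 28 °C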
PMI activator: activators of human phosphomannose isomerase | purified human PMI, coupled resazurin fluorescence, 20 min; active compounds read high; 1 = vehicle control, 0 substrate-free wells | activation factor at 20 µM | 190,000 compounds, 0.005% hits;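 active means activation factor of 2 or more at 20 µM, relative to plate controls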
TNAP inh no acc: TNAP (human) inhibition, acceptor-free conditions; P05186; 200,000 compounds, 0.26% hits; inhibition, % at 20 µM; purified TNAP, CDP-star luminescence, 30 min; AID 1012;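 active means tissue-nonspecific alkaline phosphatase inhibition above about 50% at 20 µM in the single-dose screen, limit read from the data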;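 further: 0% = DMSO negative control and 100% = EDTA positive control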
Hsp70 act: Hsp70 transcriptional activation, primary screen. HeLa Hsp70 promoter luciferase reporter, luminescence; scaled: vehicle 0, proteasome-inhibitor control 100%. activation, % at 10 µM. 200,000 compounds, 0.04% hits;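 active means activation above the mean across all tested compounds plus 3 SD, cutoff set per campaign, cut at about 5.5% in these data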;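 further: 100% = MG132 at 30 µM as the positive control and 0% = DMSO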
* = called active by the depositor.

COCC(C)n1c(SCC(=O)N2CCCCC2)nc2ccccc2c1=O (centres undefined) was read as Efa HMGR inh 0, TNAP inh hi DEA -7, RAM inhibit 2.2, S1P3 antag -3, DTT redox prof 0.6, PMI act satM6P 0.9, Lmaj promast -2, PMI activator 1, TNAP inh no acc -7 and Hsp70 act -0.2.
`O=C(O)C1CC=CCC1C(=O)Nc1ccc(S(=O)(=O)N2CCCc3ccccc32)cc1` (centres undefined) gave Efa HMGR inh -11, TNAP inh hi DEA 4, RAM inhibit 2.5, S1P3 antag 11, DTT redox prof 2.7, PMI act satM6P 1, Lmaj promast 2, PMI activator 0.9, TNAP inh no acc -6 and Hsp70 act 0.2.
S=c1[nH]nc(COc2cccc(Cl)c2)n1Cc1ccccc1 was read as Efa HMGR inh -2, TNAP inh hi DEA -4, RAM inhibit 4.1, S1P3 antag -3, DTT redox prof 0.0, PMI act satM6P 1, Lmaj promast -3, PMI activator 0.9, TNAP inh no acc 3 and Hsp70 act 0.1.
For CCOC(=O)CSc1nnc(NCC(=O)OC)c(=O)[nH]1 the results were Efa HMGR inh -2, TNAP inh hi DEA -2, RAM inhibit -1.4, DTT redox prof 0.1, PMI act satM6P 1, Lmaj promast -9, PMI activator 1, TNAP inh no acc -21 and Hsp70 act -0.3.
For O=C(O)CCC(NS(=O)(=O)c1ccc(-c2ccccc2)cc1)C(=O)O (centres undefined) the results were Efa HMGR inh 1, TNAP inh hi DEA 8, RAM inhibit -0.4, DTT redox prof 0.2, PMI act satM6P 1, Lmaj promast -5, PMI activator 1, TNAP inh no acc 0 and Hsp70 act -0.3.
`O=C1CCC(=O)N1CNc1ccccn1` gave Efa HMGR inh -4, TNAP inh hi DEA 0, RAM inhibit 2.2, DTT redox prof 0.9, PMI act satM6P 0.9, Lmaj promast 3, PMI activator 0.9, TNAP inh no acc -8 and Hsp70 act -0.1.
`COc1ccccc1N1CCN(CC(O)COc2ccc3c(c2)CCC3)CC1` (centres undefined) gave Efa HMGR inh -1, TNAP inh hi DEA -7, RAM inhibit 0.6, DTT redox prof 2.7, PMI act satM6P 1, Lmaj promast 10, PMI activator 1, TNAP inh no acc -11 and Hsp70 act -0.5.
For COc1ccc(NC2=CC(=O)CC(C)(C)C2)cc1OC the results were Efa HMGR inh 1, TNAP inh hi DEA 0, RAM inhibit -0.1, S1P3 antag -24, DTT redox prof 1.6, PMI act satM6P 0.8, Lmaj promast -1, PMI activator 1, TNAP inh no acc -6 and Hsp70 act -0.2.
`CCOC(=O)CSc1nc2c([nH]c3ccccc32)c(=O)n1C` gave Efa HMGR inh -2, TNAP inh hi DEA -3, RAM inhibit 3.6, DTT redox prof 0.5, PMI act satM6P 1, Lmaj promast -2, PMI activator 0.9, TNAP inh no acc -6 and Hsp70 act -0.1.
COc1ccc(NC(=O)c2sccc2C)cn1 was read as Efa HMGR inh -4, TNAP inh hi DEA -1, RAM inhibit 0.6, S1P3 antag -11, DTT redox prof -0.6, PMI act satM6P 0.9, Lmaj promast -4, PMI activator 0.9, TNAP inh no acc -8 and Hsp70 act 0.5.
`COc1ccc(/C=N/Nc2cn[nH]c(=O)c2Cl)cc1` gave Efa HMGR inh 3, TNAP inh hi DEA -2, RAM inhibit 2.1, S1P3 antag -16, DTT redox prof 0.1, PMI act satM6P 1, Lmaj promast 0, PMI activator 1.1, TNAP inh no acc -8 and Hsp70 act 0.1.
O=C(Nc1nncs1)c1ccc(S(=O)(=O)c2ccccc2)cc1 was read as Efa HMGR inh -1, TNAP inh hi DEA -1, RAM inhibit 3.1, DTT redox prof -0.8, PMI act satM6P 1, Lmaj promast -8, PMI activator 1, TNAP inh no acc -10 and Hsp70 act -0.1.
Screening COc1ccc(C2(CNC(C)=O)CCCC2)cc1OC returned Efa HMGR inh 0, TNAP inh hi DEA -6, RAM inhibit -0.3, S1P3 antag -20, DTT redox prof -0.1, PMI act satM6P 0.9, Lmaj promast -3, PMI activator 0.9, TNAP inh no acc -10 and Hsp70 act -0.1.
CC(C)(C)OC(=O)N/N=C\c1ccc[nH]1 was read as Efa HMGR inh -2, TNAP inh hi DEA 7, RAM inhibit 1.5, S1P3 antag -14, DTT redox prof -1.9, PMI act satM6P 0.8, Lmaj promast 3, PMI activator 1.2, TNAP inh no acc 11 and Hsp70 act -0.2.
`Cc1ccc2c(CC(=O)Nc3sccc3C(N)=O)coc2c1` gave Efa HMGR inh -3, TNAP inh hi DEA 0, RAM inhibit 4.7, S1P3 antag -10, DTT redox prof 1.9, PMI act satM6P 0.9, Lmaj promast 0, PMI activator 1, TNAP inh no acc -2 and Hsp70 act -0.2.
`CCN(Cc1ccccc1)C(=O)CSc1nc(C)cc2c1C(=O)OC2` gave Efa HMGR inh 3, TNAP inh hi DEA -8, RAM inhibit 1.0, S1P3 antag -36, DTT redox prof 0.0, PMI act satM6P 1.1, Lmaj promast -5, PMI activator 1, TNAP inh no acc -12 and Hsp70 act 0.1.
For O=C(NCc1ccccc1)C(=O)Nc1nccs1 the results were Efa HMGR inh -6, TNAP inh hi DEA -2, RAM inhibit 1.4, S1P3 antag -4, DTT redox prof -0.1, PMI act satM6P 1, Lmaj promast 1, PMI activator 1, TNAP inh no acc -32 and Hsp70 act -0.2.
CCC(CC)C(=O)N1CCCC(c2nc(-c3cccs3)no2)C1 (centres undefined) was read as Efa HMGR inh -1, TNAP inh hi DEA -3, RAM inhibit 0.7, DTT redox prof 0.5, PMI act satM6P 1, Lmaj promast -8, PMI activator 1, TNAP inh no acc -11 and Hsp70 act -0.3.
`CS(=O)(=O)N1CCN(C(=O)NC23CC4CC(CC(C4)C2)C3)CC1` gave Efa HMGR inh -4, TNAP inh hi DEA -4, RAM inhibit 2.4, S1P3 antag 3, DTT redox prof 1.3, PMI act satM6P 0.9, Lmaj promast -4, PMI activator 0.9, TNAP inh no acc -12 and Hsp70 act -0.3.
`CC1CC(C)CN(c2cc(=O)n(Cc3ccc(F)cc3)c(=O)[nH]2)C1` (centres undefined) gave Efa HMGR inh -8, TNAP inh hi DEA -3, RAM inhibit 1.9, DTT redox prof -3.2, PMI act satM6P 0.9, Lmaj promast 10, PMI activator 0.8, TNAP inh no acc -3 and Hsp70 act -0.2.
CCS(=O)(=O)N1CCCC(C(=O)NCCCN(C)Cc2ccccc2)C1 (centres undefined) was read as Efa HMGR inh -3, TNAP inh hi DEA 2, RAM inhibit 1.7, S1P3 antag -5, DTT redox prof -4.2, PMI act satM6P 0.9, Lmaj promast -6, PMI activator 0.9, TNAP inh no acc -6 and Hsp70 act -0.1.
`CCOC(=O)c1ccc(NC(=O)Nc2ccn(C)n2)cc1` gave Efa HMGR inh -3, TNAP inh hi DEA -2, RAM inhibit -0.6, S1P3 antag 9, DTT redox prof 2.9, PMI act satM6P 0.9, Lmaj promast 8, PMI activator 0.9, TNAP inh no acc -5 and Hsp70 act 0.2.
Screening O=C(Nc1ccccc1F)Nc1ccccc1F returned Efa HMGR inh -7, TNAP inh hi DEA -2, RAM inhibit 4.2, S1P3 antag 13, DTT redox prof 9.0, PMI act satM6P 1, Lmaj promast -3, PMI activator 1, TNAP inh no acc -87 and Hsp70 act 0.0.
FC(F)(F)c1cccc(CNC(=S)Nc2ccccc2)c1 was read as Efa HMGR inh -10, TNAP inh hi DEA -4, RAM inhibit 0.1, S1P3 antag -3, DTT redox prof -1.7, PMI act satM6P 0.8, Lmaj promast 22, PMI activator 0.9, TNAP inh no acc -4 and Hsp70 act -0.1.
Screening COCCCNc1nc2nonc2nc1N1CCN(C2CCCC2)CC1 returned Efa HMGR inh -7, TNAP inh hi DEA -7, RAM inhibit -0.1, S1P3 antag -1, DTT redox prof -0.3, PMI act satM6P 0.9, Lmaj promast -4, PMI activator 0.9, TNAP inh no acc 2 and Hsp70 act -0.4.
`CN(C)c1ccc(C(=O)OCC(=O)NC2CCCCC2)cc1` gave Efa HMGR inh 1, TNAP inh hi DEA -4, RAM inhibit 2.2, S1P3 antag 8, DTT redox prof -4.5, PMI act satM6P 1, Lmaj promast -7, PMI activator 1, TNAP inh no acc -8 and Hsp70 act 0.1.
`CN(C)S(=O)(=O)c1cccc(NC(=O)COc2nc3ccccc3nc2N2CCOCC2)c1` gave Efa HMGR inh 1, TNAP inh hi DEA -2, RAM inhibit 0.3, S1P3 antag -20, DTT redox prof -0.9, PMI act satM6P 0.9, Lmaj promast 56*, PMI activator 0.9, TNAP inh no acc 2 and Hsp70 act -0.3.
For CC1CCCN(C(=O)Cn2nnc(-c3cccnc3)n2)C1 (centres undefined) the results were Efa HMGR inh -7, TNAP inh hi DEA -4, RAM inhibit 0.7, S1P3 antag 6, DTT redox prof 1.3, PMI act satM6P 0.9, Lmaj promast -2, PMI activator 0.9, TNAP inh no acc -10 and Hsp70 act -0.5.
`O=C(Nc1ccccc1F)c1coc(=O)c(Br)c1` gave Efa HMGR inh -1, TNAP inh hi DEA -1, RAM inhibit 0.2, S1P3 antag 2, DTT redox prof -0.2, PMI act satM6P 1.3, Lmaj promast -3, PMI activator 1.4, TNAP inh no acc -9 and Hsp70 act 0.1.
Cc1ccc(-n2c(COc3cccc(C)c3)n[nH]c2=S)cc1 was read as Efa HMGR inh -1, TNAP inh hi DEA 3, RAM inhibit -0.6, S1P3 antag -16, DTT redox prof -1.0, PMI act satM6P 0.8, Lmaj promast 0, PMI activator 0.8, TNAP inh no acc -6 and Hsp70 act -0.2.
`c1cncc(-c2nnc(C3CCCCC3)o2)c1` gave Efa HMGR inh -1, TNAP inh hi DEA -6, RAM inhibit 0.0, S1P3 antag -14, DTT redox prof 1.9, PMI act satM6P 0.9, Lmaj promast -8, PMI activator 1, TNAP inh no acc -9 and Hsp70 act 0.3.
`COc1ccc(C(=O)OC(C)CN2CCOCC2)cc1OC` (centres undefined) gave Efa HMGR inh -1, TNAP inh hi DEA -8, RAM inhibit 1.7, S1P3 antag -26, DTT redox prof -2.5, PMI act satM6P 1, Lmaj promast -7, PMI activator 1, TNAP inh no acc -10 and Hsp70 act -0.1.
`O=C1CC(C(=O)Nc2ccccc2)C2(CCCCC2)O1` (centres undefined) gave Efa HMGR inh -5, TNAP inh hi DEA 2, RAM inhibit -0.3, DTT redox prof 0.9, PMI act satM6P 0.9, Lmaj promast -5, PMI activator 0.9, TNAP inh no acc -7 and Hsp70 act -0.2.
For NC(=S)N/N=C/c1coc2c(ccc3ccccc32)c1=O the results were Efa HMGR inh -2, TNAP inh hi DEA 6, RAM inhibit 0.8, S1P3 antag 3, DTT redox prof 0.5, PMI act satM6P 0.9, Lmaj promast -7, PMI activator 1, TNAP inh no acc -25 and Hsp70 act -0.2.
`O=C(CSc1nc2ccc(Cl)cc2[nH]1)N1CCN(C(=O)c2ccco2)CC1` gave Efa HMGR inh -4, TNAP inh hi DEA -2, RAM inhibit 1.8, S1P3 antag -11, DTT redox prof 0.6, PMI act satM6P 1, Lmaj promast -2, PMI activator 0.9, TNAP inh no acc -6 and Hsp70 act -0.4.

From PubChem BioAssay
